Compound activity: PubChem, several laboratories
STAT1 activator: STAT1 signaling activators, primary screen, cell-based, HTS, luciferase reporter. hit rate 2.6% among 200,000. NIH 3T3 STAT1-luciferase reporter, IFN-gamma, luminescence; 100% = IFN-gamma alone, no compound. activation (% of control), % at 5.5 µM. AID 932, 2007;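 active = activation above the screen-wide mean activation plus 3 SD, cut at about 130% in these data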;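 also: raw ratio to IFN-gamma control signal so 100% means no change and 0% no light; values of inactives mirror those of a sister screen read the other way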
STAT1 blocker: STAT1 signaling inhibitors, primary screen, cell-based, HTS, luciferase reporter; NIH 3T3 STAT1-luciferase reporter, IFN-gamma, luminescence; inhibition, % at 5.5 µM; hit rate 0.35% among 200,000;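 active = inhibition above a set limit, the mean inhibition across all tested compounds plus 3 SD, cut at about 34% in these data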;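 also: 0% = IFN-gamma with DMSO and 100% = IFN-gamma with 300 µM nifuroxazide; values of inactives mirror those of a sister screen read the other way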
APP 5UTR inh: inhibitors of APP translation via 5'UTR reporter, primary screen, APP 5'UTR luciferase, SH-SY5Y cells; inhibition, % at 2 µM; AID 1285, 2008; hit rate 0.82% among 190,000; SH-SY5Y APP 5'UTR-luciferase reporter, luminescence;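 active = inhibition above a set limit, derived from the sample mean plus 3 SD, cut at about 45% in these data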; also: values of inactives mirror those of a sister screen read the other way
Diaph act CS: compounds boosting diaphorase resazurin reduction – biochemical, uHTS, resorufin fluorescence, counter-screen for diaphorase-coupled primary assays, primary screen. Diaphorase/resazurin coupled assay, 16 min; hits give high values; 1 = vehicle wells, 0 = NADH-free wells. activation factor at 20 µM. hit rate 0.005% among 190,000;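 active = diaphorase activity raised at least twofold by the compound at 20 µM; inactive = activation factor below 2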
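System – purified diaphorase enzyme from Clostridium kluyveri · Input – enzyme 0.07 U/mL final · Also added – final NADH 0.114 mM, resazurin 0.1 mM · Measured by – fluorescence of resorufin, 544 nm excitation, 590 nm emission · Timing – 16 min enzyme reaction, ambient temperature · Measure – resorufin increase flagging diaphorase activators or reducers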
STAT3 inh: IL-6 driven STAT3 reporter inhibitors, primary screen, U3A cells, luciferase, luminescence, MLSCN library; IL-6 STAT3-luciferase reporter; host cell line lacks STAT1; inhibition, % at 5.5 µM; hit rate 0.89% among 190,000;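 active = inhibition above the mean inhibition across all screened compounds plus 3 SD, cut at about 44% in these data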;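 also: 0% = DMSO only wells and 100% = 100 µM nifuroxazide control wells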
Hsp70 act: Hsp70 transcriptional activators, primary screen, cell-based, HeLa, Hsp70 promoter luciferase, luminescence, 10 µM. HeLa Hsp70 promoter luciferase reporter; scaled: vehicle 0, proteasome-inhibitor control 100%. activation, % at 10 µM. hit rate 0.04% among 200,000;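 active = activation above the mean across all tested compounds plus 3 SD, cutoff set per campaign, cut at about 5.5% in these data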;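 also: 100% = MG132 at 30 µM as the positive control and 0% = DMSO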
STAT3 activator: IL-6 driven STAT3 reporter potentiators, primary screen, U3A cells, luciferase, luminescence, MLSCN library; IL-6 STAT3-luciferase reporter; 100% = signal with IL-6 EC80 alone; activation (% of control), % at 5.6 µM; hit rate 0.91% among 190,000; AID 871, 2007;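 active = activation above the screen-wide mean of compound activation plus 3 SD, cut at about 130% in these data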;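 also: 0% = background luminescence of wells with medium and substrate only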
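Material: STAT3-luciferase reporter U3A cells; Probe or stimulus: IL-6 (33 ng/mL); Incubation: compound pre-incubation 1 h before IL-6, then 6 h stimulation at 37 °C; Technique: luminescence from STAT3-driven luciferase reporter; Evaluation: % activation versus median of IL-6-stimulated wells; Controls: IL-6-only high control.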
TLR4 MyD88 comp: inhibitors of TLR4-MyD88 association in cells, primary screen, cell-based, HeLa CL3-4, BLA complementation, FRET ratio | HeLa CL3-4 TLR4/MyD88 BLA complementation | inhibition, % at 8.4 µM | hit rate 0.18% among 200,000 | AID 861, 2007; in the data active = inhibition above about 25%;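 also: 0% = vehicle and 100% = reference inhibitor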
Target sequence (O00206 whole entry, looked up): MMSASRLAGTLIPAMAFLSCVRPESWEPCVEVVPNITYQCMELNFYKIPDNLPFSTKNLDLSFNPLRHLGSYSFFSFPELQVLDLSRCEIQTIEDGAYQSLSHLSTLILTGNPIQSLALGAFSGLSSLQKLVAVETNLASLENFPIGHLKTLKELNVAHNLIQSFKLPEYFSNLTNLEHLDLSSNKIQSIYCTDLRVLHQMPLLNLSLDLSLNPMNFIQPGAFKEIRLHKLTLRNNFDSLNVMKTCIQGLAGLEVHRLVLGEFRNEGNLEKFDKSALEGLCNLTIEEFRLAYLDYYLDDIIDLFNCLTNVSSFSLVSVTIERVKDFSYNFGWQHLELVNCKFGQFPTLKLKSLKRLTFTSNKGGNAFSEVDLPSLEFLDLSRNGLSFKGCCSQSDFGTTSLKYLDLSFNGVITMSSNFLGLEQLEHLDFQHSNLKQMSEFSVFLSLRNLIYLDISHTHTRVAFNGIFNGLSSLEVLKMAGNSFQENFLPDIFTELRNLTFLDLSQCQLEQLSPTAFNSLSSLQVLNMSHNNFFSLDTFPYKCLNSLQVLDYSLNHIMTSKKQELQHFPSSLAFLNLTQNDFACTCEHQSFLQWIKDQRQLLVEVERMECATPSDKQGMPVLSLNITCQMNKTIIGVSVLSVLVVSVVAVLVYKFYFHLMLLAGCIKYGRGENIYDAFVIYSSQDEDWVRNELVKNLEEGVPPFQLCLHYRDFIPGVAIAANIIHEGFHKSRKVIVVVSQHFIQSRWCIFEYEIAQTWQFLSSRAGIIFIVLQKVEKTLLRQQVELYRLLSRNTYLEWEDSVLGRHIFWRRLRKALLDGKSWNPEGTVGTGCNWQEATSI
Target sequence (Q99836 whole entry, looked up): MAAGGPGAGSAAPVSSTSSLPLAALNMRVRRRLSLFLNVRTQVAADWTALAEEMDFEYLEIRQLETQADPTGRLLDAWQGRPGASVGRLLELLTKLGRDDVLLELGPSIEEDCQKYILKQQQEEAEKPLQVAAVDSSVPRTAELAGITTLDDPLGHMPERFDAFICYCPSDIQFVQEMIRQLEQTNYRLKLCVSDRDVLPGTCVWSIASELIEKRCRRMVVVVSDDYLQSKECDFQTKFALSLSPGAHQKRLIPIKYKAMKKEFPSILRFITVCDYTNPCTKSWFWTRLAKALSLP
Diaph inh CS: diaphorase inhibitors and chemical oxidizers, primary screen, counter-screen for diaphorase-coupled primary assays, biochemical, uHTS, resorufin fluorescence | diaphorase resazurin-to-resorufin fluorescence, NADH, 16 min; bacterial (C. kluyveri) enzyme, not human | AID 1217, 2008 | hit rate 0.69% among 190,000 | inhibition, % at 20 µM;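 active = primary screen inhibition at 20 µM above a set limit, cut at about 50% in these data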;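 also: plate controls were DMSO with full reaction for no effect and wells lacking NADH for full effect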
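controls = No-NADH positive control and DMSO neutral control | system = Clostridium kluyveri diaphorase enzyme | timing = reaction incubation of 16 min at room temperature | signal = resorufin fluorescence 544/590 nm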
G6PDH CS: L. mesenteroides G6PDH inhibitors, counter-screen for G6PDH-coupled screening assays, biochemical, Leuconostoc mesenteroides enzyme; glucose-6-phosphate dehydrogenase [Leuconostoc mesenteroides]; Purified L. mesenteroides G6PDH, diaphorase/resazurin coupled fluorescence, 45 min; inhibition, % at 5 µM; hit rate 0.12% among 200,000; AID 1020, 2008; in the data active = inhibition above about 50%
Active calls of the source: *; x = not tested or not shown.

No. | Molecule | STAT1 activator | STAT1 blocker | APP 5UTR inh | Diaph act CS | STAT3 inh
1 | COc1ccc(/C=C2\SC(=O)N(CCNC(=O)Cc3coc4cc(C)ccc34)C2=O)cc1OC | 99 | 1 | 5 | 0.8 | 8
2 | Cc1ccc2nc(Cl)nc(-c3ccccc3)c2c1 | 88 | 11 | -28 | 0.9 | 6
3 | CCN(CC)c1cc(C)c2ccccc2n1 | 99 | 1 | 14 | 0.9 | -1
4 | COCCCN1C(=O)c2ccc(C(=O)Nc3ccc(OC)cc3)cc2C1=O | 94 | 7 | 22 | 0.9 | -4
5 | N#CCCCSC1=C(C#N)C(c2ccccc2Cl)CC(=O)N1 (centres undefined) | 91 | 11 | -22 | 0.7 | 31
6 | COc1ccc(Nc2ccnc(Nc3ccc(OC)cc3)n2)cc1 | 128 | -31 | -40 | 0.9 | 28
7 | COc1ccc(NS(=O)(=O)c2ccc(NC(=S)NC(=O)/C=C/c3ccc(C)cc3)cc2)nn1 | 94 | 6 | -8 | 0.8 | -3
8 | Cc1nnc(SCC(=O)NC2CCCC2)s1 | 97 | 3 | 21 | 0.9 | -8
9 | COCCCNC(=O)c1nc2c(nnn2Cc2cc(C)ccc2C)c(=O)[nH]1 | 112 | -13 | 15 | 1.1 | -32
10 | O=C(CSc1ncnc2ccccc12)c1ccco1 | 132* | -35 | -146 | 0.8 | 6
11 | CCn1nnnc1NCc1c(OC)ccc2ccccc12 | 94 | 6 | -9 | 0.9 | 7
12 | Cc1ccc(NC(=O)Cn2cnc3c(cnn3C(C)(C)C)c2=O)cc1 | 108 | -9 | -4 | 0.9 | 1

No. | Hsp70 act | STAT3 activator | TLR4 MyD88 comp | Diaph inh CS | G6PDH CS
1 | -0.3 | 96 | 3 | 24 | 5
2 | -0.4 | 98 | 13 | 13 | 7
3 | -0.1 | 104 | 1 | 15 | -6
4 | 0.1 | 109 | -3 | 6 | 7
5 | -0.4 | 79 | 4 | 28 | 5
6 | -0.3 | 78 | 6 | 5 | 8
7 | 0.0 | 100 | -11 | 18 | -2
8 | 0.0 | 110 | 0 | 9 | 15
9 | 0.1 | 127 | 1 | -6 | 2
10 | -0.1 | 101 | 4 | 15 | 0
11 | 0.1 | 100 | 4 | 8 | 4
12 | -0.2 | 102 | -3 | 11 | 11

(cont.)
No. | Molecule | STAT1 activator | STAT1 blocker | APP 5UTR inh | Diaph act CS | STAT3 inh
13 | Cc1nn(-c2ccccc2)c(Cl)c1/C=N/NC(=O)OC(C)(C)C | 139* | -43 | -65 | 0.9 | -6
14 | CN1C(=O)C2(C(C#N)=C(N)N(c3cc(Cl)cc(Cl)c3)C3=C2C(=O)CCC3)c2ccccc21 (centres undefined) | 80 | 22 | 13 | 0.8 | 11
15 | CC(=O)Nc1ccc2c(c1)ncn2C1CCCCC1 | 100 | -3 | -10 | x | 6
16 | COc1ccccc1CC(=O)Nc1ccc([N+](=O)[O-])cc1OC | 104 | -5 | 9 | 0.8 | 3
17 | COc1ccccc1C1SCCN1C(=O)c1ccc([N+](=O)[O-])cc1 (centres undefined) | 101 | -2 | -4 | 1 | -1
18 | CC(=O)c1cccc(NC(=O)CC2S/C(=N/N=C/c3cccs3)NC2=O)c1 (centres undefined) | 96 | 4 | 2 | 1 | 6
19 | C=CCNC(=S)NNC(=O)C(CCC(C)C)CC(C)O (centres undefined) | 101 | -1 | 10 | 0.9 | 7
20 | CC(O)CN(CCC(N)=O)CCC(N)=O (centres undefined) | 93 | 10 | -9 | 0.9 | 18
21 | CSc1ncccc1C(=O)OCc1ccc(C#N)cc1 | 106 | -7 | -12 | 0.9 | 3
22 | COc1cc(/C=C2\SC(=S)N(CC(=O)NC3=NCCS3)C2=O)cc(OC)c1OC | 103 | -5 | 10 | 0.9 | 8
23 | CN(Cc1cccc2ccccc12)C(=O)c1cc(COc2c(F)cccc2F)on1 | 95 | 4 | -6 | 0.7 | 16
24 | Cn1c(SCC(=O)c2ccc3c(c2)OCO3)nnc1-c1ccccn1 | 102 | -2 | 2 | 0.6 | 0

No. | Hsp70 act | STAT3 activator | TLR4 MyD88 comp | Diaph inh CS | G6PDH CS
13 | 0.4 | 105 | 9 | 9 | -12
14 | -0.2 | 91 | -1 | 16 | -1
15 | -0.4 | 97 | -2 | x | x
16 | -0.4 | 100 | -7 | 16 | 2
17 | -0.2 | 104 | 4 | -1 | 0
18 | -0.1 | 99 | 2 | 0 | 26
19 | -0.4 | 99 | -8 | 12 | 9
20 | -0.4 | 92 | 2 | 13 | 2
21 | -0.2 | 96 | -15 | 10 | 13
22 | -0.1 | 95 | 1 | 6 | 1
23 | -0.1 | 90 | 3 | 31 | 4
24 | -0.2 | 103 | 2 | 41 | 7

(cont.)
No. | Molecule | STAT1 activator | STAT1 blocker | APP 5UTR inh | Diaph act CS | STAT3 inh
25 | O=C1c2cccc3cccc(c23)C(=O)N1CCCN1CCN(c2ccc(F)cc2)CC1 | 100 | -2 | 10 | 0.9 | 29
26 | COc1ccc(Nc2oc(-c3cccs3)nc2C#N)cc1 | 151* | -56 | -72 | 1 | 8
27 | O=C(CSc1nc(-c2ccc(F)cc2)cc(C(F)(F)F)n1)NCCN1CCOCC1 | 101 | 1 | 1 | 0.9 | 6
28 | Cc1cccc(NC(=O)Cn2c(=O)n(Cc3ccco3)c(=N)c3c4c(sc32)COC(C)(C)C4)c1 | 98 | 2 | 0 | 0.8 | -13
29 | COC(=O)c1ccc(NC(=O)CN2C(=O)CSC2=O)cc1 | 106 | -7 | 2 | 1 | 1
30 | Cc1cc2cc3c(cc2nc1SCc1ccccn1)OCCO3 | 94 | 7 | -37 | 0.8 | -4
31 | Cc1cccc2sc(NC(=O)CNS(=O)(=O)c3ccc(Br)s3)nc12 | 93 | 7 | 8 | 0.9 | -17
32 | COc1ccc(Cl)cc1NC(=O)CSc1nnc(COc2ccccc2)n1C | 89 | 12 | 14 | 1 | 18
33 | c1csc(CNc2nc3ccccc3n2CCN2CCOCC2)c1 | 96 | -3 | 18 | 1 | -2
34 | CC(C)CNC(=O)c1nc(-c2ccccc2)n(-c2ccccc2)n1 | 96 | 4 | 1 | 1 | 4
35 | O=C1NC(=O)C2C1C(c1cccs1)NN2Cc1ccccc1 (centres undefined) | 98 | -1 | 0 | 1 | -1
36 | CC1(C)CN(c2cccc(Br)c2)C1=O | 90 | 10 | 17 | 1.1 | 1

No. | Hsp70 act | STAT3 activator | TLR4 MyD88 comp | Diaph inh CS | G6PDH CS
25 | 0.6 | 76 | 1 | 8 | 17
26 | 0.2 | 95 | -3 | 0 | 6
27 | 0.0 | 97 | -3 | 13 | 6
28 | 0.1 | 114 | -10 | 24 | 5
29 | -0.6 | 99 | 1 | -1 | -3
30 | -0.2 | 103 | 10 | 18 | -25
31 | -0.2 | 118 | -4 | 13 | -6
32 | -0.6 | 89 | 4 | 3 | 2
33 | -0.2 | 102 | 5 | -2 | -3
34 | -0.3 | 99 | 6 | -2 | -3
35 | -0.3 | 105 | 10 | -2 | 7
36 | -0.5 | 102 | 7 | -8 | 3

Remaining list, next part
No. | Molecule | STAT1 activator | STAT1 blocker | APP 5UTR inh | Diaph act CS | STAT3 inh
37 | Cc1cccc2cc(C#N)c(SCC(=O)NCc3cccs3)nc12 | 114 | -16 | -28 | 0.9 | -10
38 | COc1cccc(N2C(=O)C3C(C2=O)C2C=CC3C23CC3)c1 (centres undefined) | 104 | -4 | -8 | 0.9 | -4
39 | O=C1c2ccccc2C(=O)N1CSc1nnnn1-c1ccccc1 | 97 | 3 | -4 | 0.9 | -1
40 | CCOc1ccc(N(CC(=O)N/N=C/c2cccnc2)S(C)(=O)=O)cc1 | 98 | 2 | 9 | 1 | 3
41 | CCCC(=O)NC(=S)Nc1cccc(NC(=O)c2ccccc2)c1 | 92 | 7 | 21 | 1.1 | 15
42 | CN(C)S(=O)(=O)c1cccc(NC(=S)NCc2ccc3c(c2)OCO3)c1 | 97 | 5 | 8 | 1 | 10
43 | CS(=O)(=O)Nc1ccc(C2=NN(C(=O)C3CCCCC3)C(c3cccs3)C2)cc1 (centres undefined) | 97 | 3 | 6 | 0.8 | 8

No. | Hsp70 act | STAT3 activator | TLR4 MyD88 comp | Diaph inh CS | G6PDH CS
37 | -0.3 | 106 | 0 | 6 | 8
38 | 0.9 | 105 | -8 | 10 | -8
39 | -0.5 | 101 | -3 | 9 | -7
40 | -0.1 | 104 | 3 | 2 | -4
41 | 0.2 | 93 | -8 | -8 | 2
42 | -0.1 | 95 | -11 | 4 | 5
43 | -0.1 | 94 | -4 | 24 | 2

Structures from the list above that have a Cl atom:
No. | Molecule | STAT1 activator | STAT1 blocker | APP 5UTR inh | Diaph act CS | STAT3 inh
2 | Cc1ccc2nc(Cl)nc(-c3ccccc3)c2c1 | 88 | 11 | -28 | 0.9 | 6
5 | N#CCCCSC1=C(C#N)C(c2ccccc2Cl)CC(=O)N1 (centres undefined) | 91 | 11 | -22 | 0.7 | 31
13 | Cc1nn(-c2ccccc2)c(Cl)c1/C=N/NC(=O)OC(C)(C)C | 139* | -43 | -65 | 0.9 | -6
14 | CN1C(=O)C2(C(C#N)=C(N)N(c3cc(Cl)cc(Cl)c3)C3=C2C(=O)CCC3)c2ccccc21 (centres undefined) | 80 | 22 | 13 | 0.8 | 11
32 | COc1ccc(Cl)cc1NC(=O)CSc1nnc(COc2ccccc2)n1C | 89 | 12 | 14 | 1 | 18

No. | Hsp70 act | STAT3 activator | TLR4 MyD88 comp | Diaph inh CS | G6PDH CS
2 | -0.4 | 98 | 13 | 13 | 7
5 | -0.4 | 79 | 4 | 28 | 5
13 | 0.4 | 105 | 9 | 9 | -12
14 | -0.2 | 91 | -1 | 16 | -1
32 | -0.6 | 89 | 4 | 3 | 2

Hits appear at their usual frequency; 6.1% or so of the library scored in one or more.
